High-throughput results as filed in PubChem.
H37Rv inhibition = M. tuberculosis growth inhibition, HTS (AID 449762); inhibition, % at 25 µM; hits with a dose series show IC50 in µM; 330,000 tested, 0.59% active; M. tuberculosis H37Rv growth inhibition, 7H9 media; higher % means a stronger effect; in the data active means a potency from the dose series; inconclusive means inhibition above about 70% without an active follow-up result;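 further: bacterial growth assessed after seven days of incubation; strong numbers were not always called active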
inhibitors of VEEV = inhibitors of VEEV TC-83 cytopathic effect, confirmation, Vero cells (AID 588727); Vero cells, VEEV TC-83 cytopathic effect inhibition; higher % means a stronger effect; 350,000 tested, 0.13% active; inhibition, % at 20 µM; hits with a dose series show IC50 in µM; in the data active means a potency from the dose series; inconclusive means inhibition mostly from about 14% at the one dose, without a potency; inactive means the rest, 99 in 100 with inhibition below about 12%; further: strong numbers were not always called active
PhoP GFP inhibition = PhoP regulon inhibitors, Salmonella typhi PhoP promoter GFP reporter, confirmatory (AID 1850); Salmonella Typhi PhoP-promoter GFP reporter, fluorescence, 4 h; higher % means a stronger effect; one-dose inhibition, % at 50 µM; IC50 in µM for titrated hits; 310,000 tested, 0.33% active; in the data active means a potency from the dose series; inconclusive means inhibition mostly from about 25% at the one dose, without a potency; inactive means the rest, 99 in 100 with inhibition below about 19%;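 further: 0% = induced wells with vehicle and 100% = uninduced wells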
H1N1 NS1A inhibition = NS1A inhibition, H1N1 influenza, cell based functional assay (AID 504329); NS1A functional cell-based assay, percent inhibition; higher % means a stronger effect; 340,000 tested, 0.3% active; inhibition, % at 12.5 µM; hits with a dose series show IC50 in µM; in the data active means a potency from the dose series; inconclusive means inhibition above about 27% without an active follow-up result; further: strong numbers were not always called active
M. tuberculosis = growth inhibition of non-replicating M. tuberculosis (AID 488890); one-dose inhibition, % at 25 µM; IC50 in µM for titrated hits; 320,000 tested, 0.39% active; Mycobacterium tuberculosis non-replicating, growth inhibition; higher % means a stronger effect; in the data active means a potency from the dose series; inconclusive means inhibition mostly from about 82% at the one dose, without a potency; inactive means the rest, 99 in 100 with inhibition below about 76%;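 further: plate controls were DMSO cells for no effect and high antibiotic wells for full effect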
inhibitors of VEEV 10K pilot screen = second read-out of inhibitors of VEEV, no call of its own (marks repeat the call); inhibition, %; measured here: 10K pilot screen inhibition
Starred values were filed as active, the others as inactive; i = inactive; ? = inconclusive; nt = not tested or not shown.

SMILES	H37Rv inhibition	inhibitors of VEEV	PhoP GFP inhibition	H1N1 NS1A inhibition	M. tuberculosis	others
Cc1ccc(-c2cc(C(=O)Nc3ccc(S(=O)(=O)Nc4onc(C)c4C)cc3)[nH]n2)c(O)c1	-8%	1.3%	-1%	-7%	-6%
Cn1c(=O)c(C(=O)NC2CCCCCCC2)c(O)c2ccccc21	19%	0.1%	-10%	-7%	10%
Cc1ccc(S(=O)(=O)N2C[C@@H]3[C@H]4CC[C@H](C4)[C@@H]3[C@@H](C)[C@@H]2c2cn(Cc3ccccc3)c3ncccc23)cc1	nt	i	nt	-2%	nt
CN1CCN(S(=O)(=O)c2ccc(Br)c3nsnc23)CC1	-14%	i	-6%	2%	-5%
C=C(C)Cn1c(SCC(=O)N/N=C/c2c(O)ccc3ccccc23)nc2ccccc2c1=O	-1%	7.9%	-6%	-4%	-17%
CC1=C(C(=O)OC2CCCCC2)C(c2cccnc2)n2nnnc2N1 (stereo not given)	-1%	0.8%	-4%	19%	19%
Cc1cccc(C)c1NC(=O)c1cnn(-c2ccccc2)c1C	-12%	0.7%	-6%	-2%	41%
O=C(Cc1c(F)cccc1Cl)Nc1cc(S(=O)(=O)N2CCCCC2)ccc1N1CCOCC1	-5%	5.9%	1%	7%	16%
Cc1cccc(OCCCC(=O)NC2CCCCC2)c1	-1%	0.4%	-5%	-4%	23%
CCc1cc2c(Nc3ccccc3O)nc(C)nc2s1	4%	1.7%	-6%	-6%	12%
O=[N+]([O-])c1ccc(C(O)CN2CCOCC2)cc1 (stereo not given)	2%	1.3%	3%	5%	-8%
COc1ccc(-c2noc(CN3CCOCC3)n2)cc1OC	-1%	0.5%	-12%	-1%	-9%
CN(C)C(=O)CCc1ccc2c3c([nH]c2c1)[C@]1(CCC2CCCC2)[C@@H](C(=O)N2CCOCC2)C[C@H](CC(=O)NCCc2ccccn2)C(=O)N1CC3	nt	0.6%	nt	-2%	nt
CS(=O)(=O)N1CCN=C1SCc1cccc(F)c1	0%	3.5%	-8%	-4%	-2%
Cc1ccc(-n2nc3c(c2NC(=O)CC(C)C)CS(=O)C3)cc1 (stereo not given)	-9%	0.6%	-3%	6%	nt
COc1ccccc1CCC(=O)OCC(=O)Nc1cc(S(=O)(=O)N2CCOCC2)ccc1C	0%	1.6%	5%	0%	-1%
CC(C)c1nnc(NC(=O)c2nc(S(=O)(=O)Cc3ccccc3F)ncc2Cl)s1	8%	nt	-3%	nt	39%
COc1ccccc1CNC(=O)C1CCN(S(=O)(=O)c2ccc3c(c2)OCCCO3)CC1	1%	0.2%	-9%	-8%	6%
COC(=O)CC1NCCNC1=O (stereo not given)	-10%	1.1%	-1%	1%	-2%
O=C(NC1CCS(=O)(=O)C1)c1cn(-c2ccccc2)nc1-c1ccccc1 (stereo not given)	-7%	2.9%	-7%	6%	-16%
O=C(CN1C(=O)c2cccc3cccc(c23)C1=O)NCCN1CCOCC1	-6%	0.8%	-1%	3%	8%
Cc1nc2ccccn2c1C(=O)NNC(=S)Nc1ccc(Cl)cc1	-2%	2.7%	1%	4%	65%
Cc1ccccc1NC(=O)c1c(C)nn(-c2ccccc2)c1Cl	3%	0.1%	0%	15%	24%
COc1cccc(N=Cc2ccc(O)cc2O)c1	0%	1.2%	4%	-10%	4%
Cc1ccc(N2C(N)=C(C#N)C(c3cccnc3)C3=C2CC(C)(C)CC3=O)cc1 (stereo not given)	3%	0.4%	28%	-6%	11%
CCC(CC)NC(=O)CSc1nnc(-c2c[nH]c3ccccc23)o1	7%	0.2%	-1%	10%	77%
CCOc1cc(C2C(C(=O)N3CCOCC3)=C(C)NC3=C2C(=O)CCC3)ccc1O (stereo not given)	-3%	2.0%	-1%	1%	-23%
CCC1CCCCN1CCCNC(=O)CNC(=O)Cn1ccc2ccccc2c1=O (stereo not given)	-2%	0.0%	0%	-2%	18%	inhibitors of VEEV 10K pilot screen=0.3
COc1cc(NC(=O)c2cnc(N)s2)cc(C(=O)Nc2cccc(C(F)(F)F)c2)c1	52µM*	9.4%	1%	nt	14%
CCN(CC)S(=O)(=O)c1cccc(-c2nnc(SC(C)C(N)=O)n2CCc2ccccc2)c1 (stereo not given)	-1%	3.6%	9%	-5%	32%
OC(CNCc1ccccc1C(F)(F)F)C(F)(F)F (stereo not given)	-8%	i	-12%	-4%	2%
COc1ccc(NC(=O)CN(C)C(=O)CCNC(=O)Nc2ccccc2)cc1	nt	i	nt	-4%	nt
O=C1/C(=C\c2cc(Br)cc(Br)c2O)SC(=S)N1Cc1ccccc1	6%	6.7%	3%	?	37%
Cc1ccc(C(=O)N(CC(=O)NC2CCCC2)c2ccccc2C)s1	1%	1.1%	5%	3%	-10%
O=C(Nc1ccccc1)c1cc2c(=O)c3ccccc3oc2nc1C(F)(F)F	-4%	1.5%	-6%	-3%	-9%
O=C(COc1ccccc1)Nc1ccccc1C(=O)NC1CC1	0%	9.4%	-7%	-6%	8%
CCSc1ncc(Cl)c(C(=O)Nc2ccc(S(N)(=O)=O)cc2)n1	11%	i	-15%	22%	-6%
O=C(CSc1nnc(-c2ccncc2)n1-c1ccccc1Cl)Nc1ccc(C(=O)O)cc1	-3%	i	-8%	-15%	-9%
CCCCSc1nnc(-c2ccc(C)cc2)o1	?	3.7%	-4%	-4%	0.37µM*	inhibitors of VEEV 10K pilot screen=0.8
O=C(O)C1CC=CCC1C(=O)Nc1ccccc1Cl (stereo not given)	-1%	0.8%	0%	-27%	-2%
CCC(=O)Nc1ccc2c(c1)ncn2C	-9%	i	2%	-14%	-4%
CC1CCCC(NC(=O)COC(=O)COc2cccc(F)c2)C1C (stereo not given)	7%	3.0%	nt	-8%	10%
CCOC(=O)N1CCC(N(C(=O)Nc2ccc(CC)cc2)C(C)CC)CC1 (stereo not given)	5%	1.1%	-7%	-5%	58%
CCOC(NC(=O)c1ccccc1)C(NC(=O)c1ccccc1)OCC (stereo not given)	-3%	0.8%	10%	-1%	0%
O=C(CCc1nc2ccccc2s1)N1CCN(S(=O)(=O)c2cccs2)CC1	-4%	6.5%	1%	9%	10%
Cc1ccccc1CCNC(=O)c1cc(C2CC2)nc2c1cnn2C(C)C	6%	5.6%	nt	-6%	9%
Cc1c(NC(=S)NC(=O)c2sc3ccccc3c2Cl)cccc1C(=O)O	1%	1.8%	6%	-5%	73%
CCNC(=S)Nc1cccc(NC(=O)c2ccccc2O)c1	-7%	0.9%	0%	4%	69%
COc1ccc(-c2nc(N)c(C#N)c(-c3cccnc3)c2C)cc1	-6%	0.7%	-2%	-24%	37%
C(=NN=C(NN=Cc1cccs1)NN=Cc1cccs1)c1cccs1	nt	7.1%	nt	7%	nt
CCOC(=O)c1c(C)nc(SCC(N)=O)c(C#N)c1-c1ccccc1	-5%	0.6%	3%	-8%	-9%
COc1ccc2c(CC(=O)NCc3ccc4c(c3)OCO4)coc2c1	9%	0.3%	14%	5%	1%
CCN(c1ccccc1)S(=O)(=O)c1nnc(NC(=O)CC(C)C)s1	-10%	0.8%	-1%	-2%	-19%
CCCCn1c(SCC(=O)NC2CCS(=O)(=O)C2)nnc1-c1ccc(OC)cc1 (stereo not given)	5%	1.4%	2%	-11%	-10%
CCc1nnc(NC(=O)CSc2nc3[nH]c(=O)cc(O)c3s2)s1	4%	1.6%	nt	-7%	2%
CN(CC(=O)Nc1ccccc1Cl)C(=O)COC(=O)/C=C/c1cccs1	11%	1.6%	nt	-8%	4%
COc1cc(Cl)c(C)cc1NC(=O)CSc1nnc(-c2ccccn2)n1Cc1ccco1	-10%	7.2%	-1%	1%	7%
N=c1c2c(-c3ccccc3)c(-c3ccccc3)n(Cc3ccco3)c2ncn1Cc1ccccc1	?	i	9%	9%	?
CCC(NC(=O)CCc1ccccc1)c1ccccc1 (stereo not given)	-1%	1.2%	1%	-2%	60%
COc1ccc(Br)cc1C1Nc2cccc3cccc(c23)N1	11%	1.2%	-2%	2%	62%
Next part.
SMILES	H37Rv inhibition	inhibitors of VEEV	PhoP GFP inhibition	H1N1 NS1A inhibition	M. tuberculosis	others
Cc1nc2ccccc2c(=O)n1/N=C/c1ccc2ccccc2c1O	1%	10%	2%	1%	20%
O=C1N/C(=C/c2cccs2)C(=O)N1Cc1ccc(Br)cc1	5%	1.1%	3%	-1%	10%
O=C(OCc1cccc([N+](=O)[O-])c1)c1ccc[nH]c1=O	8%	0.3%	1%	5%	-4%
CC1CCCCC1NC(=O)CCCc1nc2ccccc2c(=O)[nH]1 (stereo not given)	nt	i	nt	-3%	nt
O=C(c1cccs1)N1CCN(Cc2ccc3c(c2)OCO3)CC1	0%	2.1%	-6%	-18%	53%
Cc1ccc(-c2noc(CSc3nnnn3-c3ccccc3)n2)cc1	1%	1.5%	5%	-10%	22%
CC(=O)C1=C(O)C(=O)N(Cc2cccnc2)C1c1ccc(Cl)cc1 (stereo not given)	-6%	i	-5%	-4%	-6%
CC(Oc1ccc(Cl)cc1)C(=O)OCC(=O)Nc1ncc(Cl)cc1Cl (stereo not given)	1%	0.7%	3%	-4%	26%
COC(=O)c1c(-c2cccnc2)csc1NC(=O)c1ccc2c(c1)OCO2	35%	i	4%	20%	24%
CC(C)(C)CC(C)(C)NC(=O)CSCC(=O)Nc1ccc2ccccc2c1	?	3.3%	-5%	-3%	46%
O=C1CC(c2ccccc2F)c2c(c3ccccc3[nH]c2=O)O1 (stereo not given)	-1%	1.1%	-2%	-11%	-7%
O=C(Cn1c(=O)c(=O)n(Cc2ccccc2)c2ccc(Cl)cc21)Nc1cc(F)ccc1F	-1%	nt	-10%	nt	-9%
Cc1cc(=O)oc2cc(OCC(=O)OCC(=O)N3CCc4ccccc43)ccc12	-6%	0.5%	-4%	-16%	-6%
Cc1ccc(CNC(=O)c2nnc(Cc3ccc(Cl)cc3)o2)cc1	3%	0.7%	-4%	-10%	-4%
COc1ccc(CCn2c(Br)nc3c2c(=O)[nH]c(=O)n3C)cc1	2%	2.8%	-9%	-3%	5%
COc1ccccc1-n1nnnc1SCC(=O)Nc1ccccc1	-10%	0.5%	-3%	-4%	-7%
Cc1cc(-c2ccc(S(=O)(=O)N3CCN(c4ccc(F)cc4)CC3)s2)on1	0%	i	-3%	6%	-9%
O=C(O)CC(NC(=O)Cc1ccc(Cl)cc1)c1ccco1 (stereo not given)	-1%	nt	4%	nt	-12%

Structures shown so far that contain an aryl thioether with sulfur outside any ring, in the order listed:
SMILES	H37Rv inhibition	inhibitors of VEEV	PhoP GFP inhibition	H1N1 NS1A inhibition	M. tuberculosis	others
C=C(C)Cn1c(SCC(=O)N/N=C/c2c(O)ccc3ccccc23)nc2ccccc2c1=O	-1%	7.9%	-6%	-4%	-17%
CCC(CC)NC(=O)CSc1nnc(-c2c[nH]c3ccccc23)o1	7%	0.2%	-1%	10%	77%
CCN(CC)S(=O)(=O)c1cccc(-c2nnc(SC(C)C(N)=O)n2CCc2ccccc2)c1 (stereo not given)	-1%	3.6%	9%	-5%	32%
CCSc1ncc(Cl)c(C(=O)Nc2ccc(S(N)(=O)=O)cc2)n1	11%	i	-15%	22%	-6%
O=C(CSc1nnc(-c2ccncc2)n1-c1ccccc1Cl)Nc1ccc(C(=O)O)cc1	-3%	i	-8%	-15%	-9%
CCCCSc1nnc(-c2ccc(C)cc2)o1	?	3.7%	-4%	-4%	0.37µM*	inhibitors of VEEV 10K pilot screen=0.8
CCOC(=O)c1c(C)nc(SCC(N)=O)c(C#N)c1-c1ccccc1	-5%	0.6%	3%	-8%	-9%
CCCCn1c(SCC(=O)NC2CCS(=O)(=O)C2)nnc1-c1ccc(OC)cc1 (stereo not given)	5%	1.4%	2%	-11%	-10%
CCc1nnc(NC(=O)CSc2nc3[nH]c(=O)cc(O)c3s2)s1	4%	1.6%	nt	-7%	2%
COc1cc(Cl)c(C)cc1NC(=O)CSc1nnc(-c2ccccn2)n1Cc1ccco1	-10%	7.2%	-1%	1%	7%
Cc1ccc(-c2noc(CSc3nnnn3-c3ccccc3)n2)cc1	1%	1.5%	5%	-10%	22%
COc1ccccc1-n1nnnc1SCC(=O)Nc1ccccc1	-10%	0.5%	-3%	-4%	-7%

Structural class, those above with a CF3 group
SMILES	H37Rv inhibition	inhibitors of VEEV	PhoP GFP inhibition	H1N1 NS1A inhibition	M. tuberculosis	others
COc1cc(NC(=O)c2cnc(N)s2)cc(C(=O)Nc2cccc(C(F)(F)F)c2)c1	52µM*	9.4%	1%	nt	14%
OC(CNCc1ccccc1C(F)(F)F)C(F)(F)F (stereo not given)	-8%	i	-12%	-4%	2%
O=C(Nc1ccccc1)c1cc2c(=O)c3ccccc3oc2nc1C(F)(F)F	-4%	1.5%	-6%	-3%	-9%
